ABCB6 inh MLPCN = blocks the human ABCB6 transporter; 0.19% of 360,000 active; K562-ABCB6 porphyrin accumulation, flow cytometry, 1 h; stronger effect = lower value; Q9NP58; fluorescence ratio to DMSO, % at 10 µM;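 active = fluorescence ratio to DMSO below 75%, the collection mean minus 3 SD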;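 note: signal is porphyrin accumulated inside mitochondria; 100% equals median channel fluorescence of DMSO control wells; lower ratio means ABCB6 inhibition with less porphyrin fluorescence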
CaV13 ICDI inh = Disruptors of the CACNA1D IQ motif to Ca2+-dependent inactivation inhibitor domain association, primary screening, Förster resonance energy transfer in intact living …; HEK cells, CFP/YFP FRET ICDI-IQ, plate reader, 10 min; percent FRET-ratio fall versus neutral wells; inhibition, % at 12.3 µM; 0.098% of 340,000 active; AID 743397;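 active = mean replicate inhibition of at least 30% and at least 1% of replicates passing that level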;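 note: 0% = median of the neutral control wells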
MC4R ag barr = activates human MC4R beta-arrestin recruitment | P32245 | U2OS MC4R beta-arrestin complementation, luminescence; percent of melanotan II response, DMSO zero | activation, % at 8.9 µM | 0.98% of 360,000 active;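 active = activation above a per-plate cutoff, the mean activation of sample wells on that plate plus 3 SD, cut at about 8% in these data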
MC4R antag cAMP = antagonists of human melanocortin 4 receptor (MC4R) | P32245 | MC4R-expressing cells, MTII-stimulated cAMP, LANCE TR-FRET | inhibition, % at 6.5 µM | 0.48% of 360,000 active | AID 540295;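 active = inhibition above its plate's cutoff, the mean of tested wells on that plate plus 3 SD, cut at about 29% in these data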;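 note: 0% = Melanotan II alone and 100% = Melanotan II plus saturating MCL0020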
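System: U2OS cells stably expressing human melanocortin 4 receptor (MC4R). Reagent: Melanotan II challenge after compound preincubation. Doses: 6.5 µM. Times: 30-min compound, 1-h challenge, 1-h detection, room temperature. Measured by: TR-FRET with Eu-cAMP and labeled anti-cAMP, 671 nm. Replicates: singlicate.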
Cardio protect = protects H9c2 cardiomyocytes from peroxide injury | H2O2 injury protection, ATPLite, 2 h | protection from H2O2 cell death, % at 20 µM | 0.63% of 360,000 active | AID 588492;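 active = compounds giving at least 50% protection of heart cells from peroxide-induced death in the single-dose screen, raw or plate-pattern-corrected value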;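 note: 0% = DMSO wells with peroxide and 100% = DMSO wells without peroxide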
aDG glyco act = alpha-DG glycosylation activation | Pro5-aDG cells, alpha-DG glycosylation AlphaScreen (IIH6); 0% Pro5, 100% B10-LARGE cell signal | activation, % at 10 µM | 0.22% of 360,000 active;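 active = activation of at least 8% versus controls, or a plate z-score of at least 8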;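 note: Pro5 are CHO cells carrying HIG-tagged alpha-DG that lacks glycosylation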
HTR2A ag = mouse HTR2A agonism via beta-arrestin recruitment; P35363; CHO-K1 mHTR2A beta-arrestin complementation, luminescence; percent of 30 µM serotonin response; 0.66% of 360,000 active; activation, % at 7.6 µM; AID 624169;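 active = activation above a run cutoff, the mean activation of all tested compounds plus 3 SD, cut at about 14% in these data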;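 note: 0% = plate median of compound wells and 100% = 30 µM serotonin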
Target sequence (P35363 whole entry, looked up): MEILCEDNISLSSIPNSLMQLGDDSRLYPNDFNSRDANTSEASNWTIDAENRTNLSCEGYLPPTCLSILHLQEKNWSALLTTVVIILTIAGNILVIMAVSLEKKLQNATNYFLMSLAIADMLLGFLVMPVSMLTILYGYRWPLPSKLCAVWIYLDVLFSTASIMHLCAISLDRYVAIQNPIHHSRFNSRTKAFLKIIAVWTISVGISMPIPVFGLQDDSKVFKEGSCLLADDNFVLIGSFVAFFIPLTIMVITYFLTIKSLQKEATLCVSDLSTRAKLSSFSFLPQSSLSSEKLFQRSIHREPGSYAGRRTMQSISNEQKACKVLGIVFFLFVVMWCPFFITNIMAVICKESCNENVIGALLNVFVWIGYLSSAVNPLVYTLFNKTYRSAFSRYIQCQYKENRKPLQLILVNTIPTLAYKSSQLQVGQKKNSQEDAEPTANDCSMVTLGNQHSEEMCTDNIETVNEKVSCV
N-glyco inh = N-linked glycosylation inhibition; 0.23% of 360,000 active; D54 ERlucT glycosylation luciferase reporter, 24 h; percent of 100 nM tunicamycin response; reporter increase, % at 12.5 µM; AID 588692;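 active = mean luciferase reporter signal, scaled so untreated is 0 and the glycosylation-blocking control 100, at or above a set limit in every replicate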;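 note: luciferase carries N-glycosylation sites so blocking glycosylation raises the light; 0% = median of neutral control wells and 100% = median of 100 nM tunicamycin wells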
PDI turbidity = inhibitors of human protein disulfide isomerase; P07237; PDI insulin aggregation turbidity, A650, 90 min; inhibition, % at 10 µM; 0.052% of 350,000 active;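 active = mean inhibition across replicates of 30% or more, whatever share of single replicates reach that level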;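 note: absorbance from insulin aggregation driven by PDI reduction with DTT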
Target sequence (P07237 whole entry, looked up): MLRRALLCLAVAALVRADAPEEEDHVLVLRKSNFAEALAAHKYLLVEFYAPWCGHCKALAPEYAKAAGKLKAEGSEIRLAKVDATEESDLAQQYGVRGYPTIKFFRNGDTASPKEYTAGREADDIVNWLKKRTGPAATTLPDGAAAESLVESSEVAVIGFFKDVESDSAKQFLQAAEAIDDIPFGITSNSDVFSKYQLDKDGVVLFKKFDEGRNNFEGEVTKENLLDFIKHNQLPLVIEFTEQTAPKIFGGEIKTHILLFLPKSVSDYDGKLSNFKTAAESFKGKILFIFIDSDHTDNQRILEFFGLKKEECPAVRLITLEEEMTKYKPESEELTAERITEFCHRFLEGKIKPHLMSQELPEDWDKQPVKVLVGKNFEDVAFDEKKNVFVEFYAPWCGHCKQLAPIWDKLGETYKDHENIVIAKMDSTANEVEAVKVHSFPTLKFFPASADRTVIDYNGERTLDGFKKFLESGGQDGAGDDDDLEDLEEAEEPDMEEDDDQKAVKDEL
Vif inh = inhibitors of HIV Vif | HEK293T cells, Vif self-association by quenched fluorescence, imaging, 24 h | inhibition, % at 7.49 µM | 0.35% of 340,000 active | AID 602346; in the data active = inhibition above about 50%, passing the limit was not always enough; note: some results filed as inactive read as strong as hits
An asterisk follows results filed as active; x = no result given.

1: Cc1nc2c(-c3ccc(F)cc3)c(C)nn2c(C)c1CCC(=O)NCc1ccco1
2: Cc1cccc(C)c1NC(=O)C1=C(O)c2sccc2N(C)S1(=O)=O
3: Cc1cc2[nH]c(=O)c(=O)[nH]c2cc1S(=O)(=O)N1CCN(c2ccccc2)CC1
4: Cc1ccc(C)c(SCC(=O)N(C)CC(=O)Nc2ccc(N3CCOCC3)cc2)c1
5: CCOC(=O)C1(CC2CC2)CCN(C(=O)c2cc(C)nc3ccc(CC)cc23)CC1
6: O=C(Cc1ccccc1)NCCc1cn2ccsc2n1
7: COCCCn1c(SCC(=O)Nc2nc3ccccc3s2)nnc1-c1ccoc1C
8: Cc1ccc(S(=O)(=O)N2C[C@@]3(O)Cn4c(=O)ccc(=O)n4C[C@@]3(OC(=O)NCC3CCCCC3)C2)cc1

entry no.,1,2,3,4,5,6,7,8
ABCB6 inh MLPCN,95,96,98,95,93,84,91,101
CaV13 ICDI inh,-7,-5,-2,-6,-2,-9,x,-5
MC4R ag barr,-1.3,-0.3,-0.8,-1.2,-2.8,-0.1,-2.7,x
MC4R antag cAMP,2,12,-2,0,-3,6,3,x
Cardio protect,3,3,10,2,2,16,3,x
aDG glyco act,-0.2,0.7,0.1,0.0,-0.1,0.3,0.0,-0.2
HTR2A ag,-13,0,-3,-8,-5,5,-4,-3
N-glyco inh,-2,1,1,0,0,-1,-1,x
PDI turbidity,-3,-1,x,1,-8,x,-9,x
Vif inh,1,-3,4,4,1,-3,1,x

9: Cc1ccccc1C(=O)N1CCC(n2nccc2NC(=O)CCOc2ccccc2)CC1
10: O=C(c1cccs1)N(Cc1ccco1)Cc1cc2ccccc2[nH]c1=O
11: CCC1CCCCN1C(=O)CSc1n[nH]c(N)n1 (configuration not stated)
12: CCOc1ccc2cc(C3CC(c4ccco4)=NN3S(=O)(=O)c3ccccc3)c(Cl)nc2c1 (configuration not stated)
13: Cc1cccc(CNC(=O)C2CCCN(c3nn4c(=O)cc(C)nc4s3)C2)c1 (configuration not stated)
14: O=C1CN(C(=S)Nc2ccc(OC(F)F)cc2)CCN1
15: C=CCn1c(-c2ccccc2OC)n[nH]c1=S
16: O=C(Nc1nnc(-c2ccc3c(c2)CCCC3)o1)c1c(F)cccc1F

entry no.,9,10,11,12,13,14,15,16
ABCB6 inh MLPCN,98,96,98,97,105,96,102,89
CaV13 ICDI inh,-6,x,-6,-3,-7,-5,-5,-2
MC4R ag barr,-1.6,0.4,0.9,-2.4,-0.1,-0.7,-0.8,-1.2
MC4R antag cAMP,-1,5,6,1,8,3,-1,-4
Cardio protect,5,8,2,8,9,-10,0,6
aDG glyco act,-0.3,0.6,-0.1,-0.3,0.2,0.1,-0.2,-0.1
HTR2A ag,7,2,0,-4,-7,-3,5,-2
N-glyco inh,0,-2,0,0,2,2,2,-1
PDI turbidity,-5,-1,1,2,x,0,8,-5
Vif inh,-5,3,-16,4,3,4,-3,14

Reformatted with tabs: entries from further up.
#	molecule	ABCB6 inh MLPCN	CaV13 ICDI inh	MC4R ag barr	MC4R antag cAMP	Cardio protect	aDG glyco act	HTR2A ag	N-glyco inh	PDI turbidity	Vif inh
16	O=C(Nc1nnc(-c2ccc3c(c2)CCCC3)o1)c1c(F)cccc1F	89	-2	-1.2	-4	6	-0.1	-2	-1	-5	14
11	CCC1CCCCN1C(=O)CSc1n[nH]c(N)n1 (configuration not stated)	98	-6	0.9	6	2	-0.1	0	0	1	-16

Further results follow.
17: CC(C)(C)C(=O)CSc1ncnc2c1cnn2-c1ccccc1
18: COc1ccc(S(=O)(=O)Nc2ccccc2C(=O)NCc2cccnc2)cc1OC
19: CCc1cccc(OCC(O)Cn2c(N3CCCCC3)nc3c2c(=O)[nH]c(=O)n3C)c1 (configuration not stated)
20: COc1ccc(C2(c3ccc(O)cc3O)CC(c3ccccc3Cl)NC(=S)N2)cc1 (configuration not stated)
21: COc1ccc(CCn2c(=O)[nH]c3cc(C(=O)N4CCN(c5ccccn5)CC4)ccc3c2=O)cc1OC
22: O=S(=O)(NCCc1csc(-c2cccnc2)n1)c1cccs1
23: CC1CN(C(=O)C(Sc2ccccc2)c2ccccc2)CC(C)O1 (configuration not stated)
24: O=C(COc1ccc(Cl)cc1)NCCS(=O)(=O)N1CCN(c2ccc(F)cc2)CC1

entry no.,17,18,19,20,21,22,23,24
ABCB6 inh MLPCN,113,101,100,96,96,108,125,93
CaV13 ICDI inh,-18,-2,-18,-5,10,-3,-19,-2
MC4R ag barr,0.6,-0.9,0.2,-0.2,0.1,-1.6,-0.5,1.8
MC4R antag cAMP,19,-3,18,14,7,3,1,20
Cardio protect,-6,4,33,13,-7,-1,-4,-3
aDG glyco act,0.0,-0.2,0.0,-0.5,0.0,0.1,0.3,0.3
HTR2A ag,5,1,-4,-3,5,7,4,-1
N-glyco inh,-9,0,3,0,3,-3,0,-2
PDI turbidity,-4,-3,-6,1,-6,x,-5,-3
Vif inh,0,-5,-2,0,-7,8,4,0

Exported as a markdown table: part of the list above
| item | Structure | ABCB6 inh MLPCN | CaV13 ICDI inh | MC4R ag barr | MC4R antag cAMP | Cardio protect | aDG glyco act | HTR2A ag | N-glyco inh | PDI turbidity | Vif inh |
| --- | --- | --- | --- | --- | --- | --- | --- | --- | --- | --- | --- |
| 12 | CCOc1ccc2cc(C3CC(c4ccco4)=NN3S(=O)(=O)c3ccccc3)c(Cl)nc2c1 (configuration not stated) | 97 | -3 | -2.4 | 1 | 8 | -0.3 | -4 | 0 | 2 | 4 |
| 13 | Cc1cccc(CNC(=O)C2CCCN(c3nn4c(=O)cc(C)nc4s3)C2)c1 (configuration not stated) | 105 | -7 | -0.1 | 8 | 9 | 0.2 | -7 | 2 | x | 3 |
| 14 | O=C1CN(C(=S)Nc2ccc(OC(F)F)cc2)CCN1 | 96 | -5 | -0.7 | 3 | -10 | 0.1 | -3 | 2 | 0 | 4 |
| 15 | C=CCn1c(-c2ccccc2OC)n[nH]c1=S | 102 | -5 | -0.8 | -1 | 0 | -0.2 | 5 | 2 | 8 | -3 |
| 16 | O=C(Nc1nnc(-c2ccc3c(c2)CCCC3)o1)c1c(F)cccc1F | 89 | -2 | -1.2 | -4 | 6 | -0.1 | -2 | -1 | -5 | 14 |
| 17 | CC(C)(C)C(=O)CSc1ncnc2c1cnn2-c1ccccc1 | 113 | -18 | 0.6 | 19 | -6 | 0.0 | 5 | -9 | -4 | 0 |
| 18 | COc1ccc(S(=O)(=O)Nc2ccccc2C(=O)NCc2cccnc2)cc1OC | 101 | -2 | -0.9 | -3 | 4 | -0.2 | 1 | 0 | -3 | -5 |
| 19 | CCc1cccc(OCC(O)Cn2c(N3CCCCC3)nc3c2c(=O)[nH]c(=O)n3C)c1 (configuration not stated) | 100 | -18 | 0.2 | 18 | 33 | 0.0 | -4 | 3 | -6 | -2 |
| 20 | COc1ccc(C2(c3ccc(O)cc3O)CC(c3ccccc3Cl)NC(=S)N2)cc1 (configuration not stated) | 96 | -5 | -0.2 | 14 | 13 | -0.5 | -3 | 0 | 1 | 0 |
| 21 | COc1ccc(CCn2c(=O)[nH]c3cc(C(=O)N4CCN(c5ccccn5)CC4)ccc3c2=O)cc1OC | 96 | 10 | 0.1 | 7 | -7 | 0.0 | 5 | 3 | -6 | -7 |
| 22 | O=S(=O)(NCCc1csc(-c2cccnc2)n1)c1cccs1 | 108 | -3 | -1.6 | 3 | -1 | 0.1 | 7 | -3 | x | 8 |

Next part:
25: CCN(CC)CCNC(=O)c1sc2nc(-c3ccccc3)cn2c1C
26: Cc1cc(C[n+]2ccccc2)c2nsnc2c1
27: CC(C)(C)OC(=O)C[C@H]1C/C=C\C[C@H](CC(=O)N(CCO)Cc2ccccc2)C(=O)N[C@H](C(C)(C)C)COC1=O
28: CCN(CC)S(=O)(=O)c1ccc(OC)c(NC(=O)CSc2ccccc2)c1
29: O=C(NCC(=O)N(CC1CCCO1)C1(C(=O)NC2CCCC2)CCCCC1)c1ccccc1 (configuration not stated)
30: COc1cccc(/C=C/C(=O)OCC(=O)N2CCCc3ccccc32)c1
31: CCc1nnc(NS(=O)(=O)c2ccc(NC(=S)NC(=O)c3ccc(OC)cc3)cc2)s1
32: O=C(Cc1cccc(NC(=O)C2CCCN(C(=O)C3CCCC3)C2)c1)Nc1cccc(C(=O)N2CCCCC2)c1 (configuration not stated)

entry no.,25,26,27,28,29,30,31,32
ABCB6 inh MLPCN,99,98,95,95,96,99,100,102
CaV13 ICDI inh,48*,x,-10,-6,x,-7,-3,-6
MC4R ag barr,0.7,0.2,0.7,0.8,-0.6,-0.6,0.8,0.0
MC4R antag cAMP,4,5,2,0,15,-3,4,-4
Cardio protect,3,-1,5,2,14,-2,0,-2
aDG glyco act,0.9,-0.1,-0.3,0.2,-0.1,-0.2,0.0,0.0
HTR2A ag,-3,2,-5,-9,-4,-3,-3,-2
N-glyco inh,-2,-2,0,-2,-1,-1,1,-1
PDI turbidity,x,0,3,0,-1,-1,5,-3
Vif inh,x,-5,-3,-11,-5,-2,-2,-1

33: CCn1ncc(Br)c1C(=O)Nc1ccc2c(c1)OCCO2
34: O=C(c1cc2cc(Br)ccc2oc1=O)N1CCCC1
35: O=C(NCc1cccs1)c1noc2c1CCCCC2
36: COc1ccc(N2CCc3c(C)nc(SC)nc32)cc1
37: CC(C)CCN1CCN(Cc2cccs2)CC1CCO (configuration not stated)
38: CCCCn1nc2cc(C(=O)NCc3ccccc3OC)ccc2c1OCC
39: CCOC(=O)/C(=C/Nc1ccc(F)c(F)c1)[N+](=O)[O-]
40: Cc1cccc(C)c1NC(=O)CNC(=O)c1ccc(N2CCOCC2)c([N+](=O)[O-])c1
41: Cc1cccc(NC(=O)Cn2nnc(C(=O)NCc3ccco3)c2N)c1

entry no.,33,34,35,36,37,38,39,40,41
ABCB6 inh MLPCN,91,108,84,99,91,89,99,87,101
CaV13 ICDI inh,0,-5,-9,-5,-5,-11,x,-13,-4
MC4R ag barr,-1.1,-1.7,-0.8,0.8,2.1,-1.1,0.5,-2.7,1.0
MC4R antag cAMP,-1,9,-2,-7,9,-5,20,5,-1
Cardio protect,9,0,8,-7,8,11,1,3,-9
aDG glyco act,0.8,0.0,-0.1,-0.1,-0.2,0.2,0.0,0.0,0.0
HTR2A ag,-2,3,5,-3,2,5,7,-2,3
N-glyco inh,0,2,0,9,1,1,3,-1,1
PDI turbidity,-1,0,12,-7,6,3,-4,-4,-11
Vif inh,2,-5,-9,-2,3,3,-4,x,1

Screening data: PubChem, several laboratories
